IL1B secr inh – inflammasome signaling inhibition, IL-1 beta readout; THP-1 LPS/ATP IL-1B secretion, AlphaLISA, 16 h; hits give low values; 360,000 tested, 4.7% active; activity change, % at 57.5 µM; in the data active = activity change below about -50%; inconclusive = mostly about -30% to -49%; note: % is set by controls: 0 for no effect and ±100 for the full control effect
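THP-1 cells pretreated 1 hr with compounds (up to 57.5 uM final), then stimulated with LPS (250 ng/mL final) plus ATP (1.25 mM final); secreted IL-1B measured by AlphaLISA after 16 hr, decreased signal indicating inhibition.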
ATXN2 expr inh – ATXN2 expression inhibition; HEK-293 ATXN2-luciferase reporter, luminescence, 24 h; 360,000 tested, 0.72% active; Potency, µM (top dose mostly 57 µM), for inactives: top-dose activity change, negative = inhibition, hits mostly inhibitors; note: potency is the fitted concentration of half-maximal effect; % is set by controls: 0 for no effect and ±100 for the full control effect; nearly all actives have a fitted effect of over 55% in size
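qHTS (up to 57 uM final) was run with 24 h compound exposure of reporter cells at 37 °C. Each well was multiplexed: SteadyGlo luminescence measured ATXN2-luciferase expression after a fluorogenic Gly-Phe-AFC viability readout (25 uM final).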
HT1080 IDH1KD tx – HT-1080 IDH1 knockdown cell toxicity (counter line). HT-1080 IDH1 knockdown viability, ATP luminescence, 48 h. 360,000 tested, 2% active. Potency, µM (titrated, usually from 46.1 µM), for inactives: at the top dose activity, negative = toxicity, actives largely listed as cytotoxic. AID 686971;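 note: potency is the fitted concentration of half-maximal effect; 0% = DMSO wells and -100% = cell-free medium wells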
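% activity derives from luminescence (CellTiter-Glo), normalised to DMSO and no-cell wells. HT-1080-IDH1KD cells, 750/well, had 48 h compound exposure at 37 °C.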
KB-3-1 tox – kills parental KB-3-1 adenocarcinoma cells | AID 1347075 | Potency, µM (doses to about 46.1 µM), inactives show at the top dose activity change, negative = cytotoxic, hits mostly cytotoxic | KB-3-1 viability, CellTiter-Glo ATP luminescence, 72 h | 400,000 tested, 1.4% active; note: potency is the fitted concentration of half-maximal effect; % is set by controls: 0 for no effect and ±100 for the full control effect; nearly all actives have a fitted effect of over 60% in size
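72 h, 37 °C compound treatment of KB-3-1 parental cells; CellTiter-Glo added, 10 min, luminescence read. Data corrected against DMSO-only plates and normalized before curve fitting.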
HT1080NT lethal – kills 2HG-producing HT-1080-NT fibrosarcoma cells; HT-1080-NT fibrosarcoma viability, CellTiter-Glo ATP luminescence, 48 h; Potency, µM (series often up to 46.1 µM), for the others: at the highest dose activity, negative = less viability, most hits filed as cytotoxic; 360,000 tested, 1.6% active; AID 686970;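 note: NT is the 2HG producing partner of a matched IDH1 knockdown line; potency is the fitted concentration of half-maximal effect; 0% = DMSO-treated cells and -100% = media-only wells without cells; nearly all actives have a fitted effect of over 55% in size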
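750 cells/well, RPMI + 5% FBS; 2 h settle, compound pin-transfer, 48 h at 37 degrees C. CellTiter-Glo 10 min RT, luminescence. Normalized to DMSO and media-only wells.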
S2 tox – viability counter-screen for ATXN expression inhibitors; Potency, µM (highest dose often 56.7 µM), usual class: cytotoxic; S2 cells (HEK-293 line with an ATXN2-luciferase reporter) viability, CellTiter-Fluor protease fluorescence, 24 h; AID 651635; 400,000 tested, 0.49% active; note: potency is the fitted concentration of half-maximal effect; nearly all actives have a fitted effect of over 40% in size
MCF10A rerep – inducers of DNA re-replication in MCF 10A breast cells; 350,000 tested, 2.9% active; MCF 10A DNA re-replication, Hoechst nuclear intensity, 48 h; AID 624296; Potency, µM (titrated, usually from 46.1 µM), for inactives: at the highest dose activity, positive = re-replication, hits mostly activators; note: potency is the fitted concentration of half-maximal effect; % of control where 0% means no effect; nearly all actives have a fitted effect of over 50% in size
SW480 rereplic – inducers of DNA re-replication in SW480 colon cancer cells. SW480 DNA re-replication, Hoechst DNA content imaging, 48 h. Potency, µM (titrated, usually from 46.1 µM), inactives show top-dose re-replication activation, usual class: activators. 340,000 tested, 1.8% active. AID 624297; note: potency is the fitted concentration of half-maximal effect; % of control where 0% means no effect; nearly all actives have a fitted effect of over 55% in size
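Compounds, transferred as 23 nL by pin tool, were incubated with cells for 48 hr; DNA content per nucleus was then quantified by Hoechst staining and fluorescence plate imaging.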
HepG2 viability – HepG2 cytotoxicity, counter-screen for TGF-b inhibitors; AID 588856; 410,000 tested, 0.76% active; Potency, µM (doses to about 46.1 µM), for the others: at the top dose activity change, negative = cytotoxicity, usual class: cytotoxic; HepG2 CAGA-GFP viability, ATP luminescence, 18 h; note: potency is the fitted concentration of half-maximal effect; some results filed as inactive show a strong effect at the top dose
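CellTiter-Glo luminescence gave cytotoxicity after 18 hours at 37 degrees C. The cells were HepG2 CAGA-GFP in 1% FBS DMEM, stimulated with 500 pg/mL TGF-beta after compound addition. %Activity was normalised to no-cell wells (complete cell-killing) and DMSO (no toxicity), and curves were fitted and classified.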
Active calls of the source: *; i = inactive; ? = inconclusive; / = not tested or not shown; [ ] = remark or other dose. Unless noted, calls come from the whole dose curve; as a rule, active = well fitted curve in the direction sought with a large enough effect; inconclusive = small, poorly fitted or top-dose-only effect, or another doubt; inactive = no such curve, though single readings can be large; an effect the other way counts as inactive or inconclusive.

SMILES	IL1B secr inh	ATXN2 expr inh	HT1080 IDH1KD tx	KB-3-1 tox	HT1080NT lethal	S2 tox	MCF10A rerep	SW480 rereplic	HepG2 viability
CCO[C@@H]1OC(C(N)=O)=C[C@H](C(C)(C)C)[C@H]1CCCO	16	12%	-1%	0%	12%	i	-41%[inhibitor]	?	-33%
O=C(CCN1C(=O)c2ccccc2C1=O)N1CCN(C2c3ccccc3-c3ccccc32)CC1	0	-10%	0%	1%	7%	i	-1%	-1%	7%
Cc1ccc(CN2CC(=O)N3[C@H]4c5cc(C)ccc5OC[C@@H]4[C@H](c4ccccc4)[C@]3(C)C2=O)cc1	-26	5%	-17%	?	-18%	i	6%	21%	26%
O=C(Cc1cccc(NC(=O)C2CCCN(C(=O)C3CCCC3)C2)c1)Nc1cccc(C(=O)N2CCOCC2)c1 (configuration not stated)	-18	12%	6%	0%	2%	i	-10%	-2%	-3%
CC(=O)CC(C)(C)S(=O)(=O)c1ccc(NC(C)=O)cc1	5	-2%	-6%[9.24 µM]	-1%	-4%	i	12%	0%	-9%
CC1(C)CC(=O)C2=C(C1)Nc1ccccc1NC2c1ccc([N+](=O)[O-])cc1 (configuration not stated)	0	13%	3%	?	15%	i	4%	-15%	1%
COc1ccc(NC(=O)CSc2nc3cccnc3n2C)cc1	-11	-1%	-7%	-9%	-5%	i	-5%	-1%	2%
Cc1cccc(N2C(=O)N3[C@H](c4ccc(F)cc4)[C@@H]4C(=O)N(C5CCCCC5)C(=O)[C@@H]4[C@]3(Cc3ccccc3)C2=O)c1	-15	3%	-8%	-29%	-10%	i	0%	11%	4%
O=C(NCCN1CCOCC1)c1ccc2c(c1)N(Cc1ccccc1)CCS2	-2	-1%	-2%	-4%	-2%	i	-1%	-4%	-40%
CCN(CC)C(=O)[C@H]1C[C@H](CC(=O)NCCC2=CCCCC2)C(=O)N2CCc3c([nH]c4ccc(Cl)cc34)[C@]12C	-54*	?	-5%	0%	-2%	?	-2%	?	-5%
CN1CCN(c2ccc(S(=O)(=O)N3CCOCC3)cc2NC(=O)C2CCCCC2)CC1	-3	9%	-9%	-2%	3%	i	6%	?	0%
Cc1sc2ncnc(NCC(O)c3ccccc3)c2c1C (configuration not stated)	-26	-23%	-5%	-29%	-9%	i	-8%	-3%	-11%
COc1ccc(-c2nn(-c3ccccc3)cc2/C=C(\CC(=O)O)c2nc3ccccc3s2)cc1OC	7	14%	-24%	-3%	-18%	/	18µM*	2%	-20%
CC1C(=O)C(C)C(c2ccc(Br)cc2)NC1c1ccc(Br)cc1 (configuration not stated)	-12	/	-11%	0%	0%	?	23µM*	?	-2%
Cc1cc(NC(=O)c2ccc(S(=O)(=O)N3CCc4ccccc43)cc2)no1	16	-22%	-10%	-3%	-5%	i	-6%	1%	-10%
CCOc1cccc(-c2c(C(=O)N/N=C/c3ccc(Br)cc3)nnn2-c2nonc2N)c1	-9	/	-7%	0%	11%	?	0%	-24%	-49%
C#CCOCCOCCOCCNc1nc(N2CCOCC2)nc(N2CCN(C(=O)[C@H](CCCCN)n3cc(CCC(=O)O)nn3)CC2)n1	-2	11%	14%	5%	18%	i	-3%	2%	-2%
CN(C)CCNC(=O)Nc1ccc(Cl)c(Cl)c1	-9	?	-8%	-4%	-30%	i	2%	-1%	-8%
CCC(C)(C)NC(=O)C(c1ccccn1)N(C(=O)c1csnn1)C1CCCCC1 (configuration not stated)	-14	-20%	2%	-5%	-3%	i	7.3µM*	4%	-22%
Fc1cccc(NC(=S)Nc2ccc(Br)cc2)c1	-29	15%	?	-30%	?	i	?	-1%	-41%
C[C@@H]1CN([C@@H](C)CO)C(=O)c2cc(Br)cnc2O[C@H]1CN(C)C(=O)Nc1ccc2c(c1)OCO2	9	4%	4%	-3%	9%	i	/	/	0%
NC(=O)c1ccc(OCC(F)(F)C(F)(F)C(F)(F)C(F)(F)C(F)(F)C(F)F)cc1	50	19%	-6%	-15%	-5%	i	4%	-1%	-5%
Cc1noc(C)c1NC(=O)Nc1ccc2c(c1)CC(=O)N([C@H](C)CO)C[C@@H](C)[C@H](CN(C)CC1CCCCC1)O2	-3	11%	-4%	2%	1%	i	-7%	-3%	1%
CCC1=NN2C(=N)/C(=C\c3cccn3-c3ccc(Br)cc3)C(=O)N=C2S1	-1	/	2%	1%	-2%	i	6%	6%	-6%
CC1(C)SC(=S)N(/N=C/c2cccnc2)C1N(O)C(=O)NC1CCCCC1 (configuration not stated)	22	18%	13%	0%	21%	i	-2%	-10%	16%

3 entries from above, ordered by SMILES length, low to high:
SMILES	IL1B secr inh	ATXN2 expr inh	HT1080 IDH1KD tx	KB-3-1 tox	HT1080NT lethal	S2 tox	MCF10A rerep	SW480 rereplic	HepG2 viability
CC(=O)CC(C)(C)S(=O)(=O)c1ccc(NC(C)=O)cc1	5	-2%	-6%[9.24 µM]	-1%	-4%	i	12%	0%	-9%
CCO[C@@H]1OC(C(N)=O)=C[C@H](C(C)(C)C)[C@H]1CCCO	16	12%	-1%	0%	12%	i	-41%[inhibitor]	?	-33%
Cc1cccc(N2C(=O)N3[C@H](c4ccc(F)cc4)[C@@H]4C(=O)N(C5CCCCC5)C(=O)[C@@H]4[C@]3(Cc3ccccc3)C2=O)c1	-15	3%	-8%	-29%	-10%	i	0%	11%	4%

The results go on.
SMILES	IL1B secr inh	ATXN2 expr inh	HT1080 IDH1KD tx	KB-3-1 tox	HT1080NT lethal	S2 tox	MCF10A rerep	SW480 rereplic	HepG2 viability
COc1ccc(/C=C2/CCc3ccccc3C2=O)cc1CN1CCOCC1	-1	2%	-4%	1%	3%	i	?	-695%[inhibitor]	-34%
O=C(CN1CCN(c2ccc(O)cc2)CC1)Nc1cc(S(=O)(=O)N2CCOCC2)ccc1Cl	0	-18%	3%	0%	0%	i	8%	/	1%
CCOC(=O)c1cc(-c2ccc(/C=C3/C(=O)N(c4ccc(C(=O)O)cc4)N=C3C)o2)ccc1Cl	11	-25%	-6%	-14%	?	i	?	?	-8%
c1ccc2c(c1)OCC(c1csc3ncnc(N4CCCC4)c13)O2 (configuration not stated)	-7	-5%	-18%	?	-22%	i	-1%	2%	-12%
COc1ccc(-c2nn(CCC(=O)O)cc2CCC(=O)O)cc1	19	16%	14%	-8%	13%	i	-5%	-5%	-8%
COc1ccc(CCNC(=O)CSC(=O)c2ccccc2)cc1OC	0	-2%	8%	?	9%	i	40%	-8%	-1%
Cc1cc(/C=C2\SC(=S)NC2=O)c(C)n1-c1ccc(O)cc1	0	65%[activator]	?	?	?	?	?	4%	-21%
CCN(CC)CCNC(=O)C1(O)c2cc(Br)ccc2NC(=O)N1c1cccc(OC)c1 (configuration not stated)	10	6%	0%	-7%	12%	i	3%	5%	3%
COc1ccc(CCN(C(=O)C(F)(F)F)C(C(=O)NC2CCCC2)c2cccs2)cc1OC (configuration not stated)	-20	8%	-10%	-7%	-20%	i	-7%	19%	7%
Cc1cc(NS(=O)(=O)c2ccc(NC(=O)C(C)Oc3ccccc3Cl)cc2)no1 (configuration not stated)	3	-10%	-5%	8%	-4%	i	-4%	-1%	-8%
CCOc1ccc(NC(=O)CN(c2ccccc2OCC)S(=O)(=O)c2ccccc2)cc1	/	-17%	/	-5%	/	?	/	/	2%
COc1ccc(C(C)(O)c2nc(-c3ccc(OC)nc3)cs2)cc1 (configuration not stated)	94	1%	-12%	0%	-22%	i	/	/	-21%
CCN1CCN(CCCNC(=O)c2cnn(-c3ccc(C)cc3C)c2C2CCN(C(=O)OC(C)(C)C)CC2)CC1	/	-23%	/	-12%	/	?	/	/	-47%
O=C(O)CCC(=O)Nc1ccccc1C(=O)NCc1ccccc1	7	4%	30%	12%	22%	i	-1%	-7%	0%
COc1cccc(NC(=O)COc2ccc(S(=O)(=O)NC(C)C)cc2)c1	0	-4%	3%	13%	-3%	i	-3%	7%	19%
CCOc1ccc(OCC)c(NC(=O)CN(C)S(=O)(=O)c2ccc3[nH]c(=O)oc3c2)c1	/	-18%	/	-4%	/	i	/	/	-1%
CC1=C(C#N)C(NC(=O)c2ccc(C)cc2)(C(F)(F)F)C(=O)N1 (configuration not stated)	-7	2%	15%	-5%	20%	i	8%	4%	-34%
COc1ccc(CCNC(=O)c2cc3c(=O)n4ccccc4nc3n(C3CCCCC3)c2=N)cc1	3	-2%	-8%	-12%	-11%	?	?	2.3µM*	-26%
Cc1nc2ccccc2n1CCc1nc2c3ccccc3nc(SCC(=O)Nc3cccc(C(F)(F)F)c3)n2n1	/	?	/	13%	/	?	/	/	5%
O=C(Cn1ncc(N2CCCC2)c(Br)c1=O)c1ccc(Cl)cc1	-19	44%[activator]	6%	-14%	0%	i	17%	1%	-33%
Cc1cc(C)c(C)c(C(=O)CSc2nnc(-c3ccc4[nH]c(C)c(C)c4c3)o2)c1C	?	-13%	6%	-27%	3%	i	13µM*	?	-35%
Nc1nc(SCC(=O)Nc2ccc(S(N)(=O)=O)cc2)n[nH]1	7	-3%	18%	-8%	9%	i	-2%	2%	-1%
CC(C)C(=O)Nc1ccc(-c2csc(-c3ccccc3)n2)cc1	-24	36%[activator]	-23%	-1%	3%	i	1%	-7%	9%
CC(C(=O)NCc1cccnc1)c1ccc([N+](=O)[O-])cc1 (configuration not stated)	13	-2%	-2%	-1%	2%	i	-12%	-53%[inhibitor]	2%
Fc1ccccc1CSc1nnnn1-c1ccc2c(c1)OCO2	-7	44%[activator]	-10%	-4%	-9%	i	22%	5%	-23%
Cc1ccccc1-n1c(SCC(N)=O)nc2sc(-c3ccccc3)cc2c1=O	-15	13%	13%	0%	8%	i	-2%	-14%	2%
CCNC(=O)NC(=O)C(C)Sc1nc2ccccc2n1CC(C)C (configuration not stated)	6	-3%	-10%	-23%	-9%	i	26%	4%	-11%
O=C1c2ccccc2C(=O)N1/N=C/c1ccc(Oc2ccc([N+](=O)[O-])cn2)cc1	8	-22%	9%	20%	12%	i	5%	-8%	-12%
CCOc1ccccc1CNC(=O)c1nn(CC)cc1[N+](=O)[O-]	-12	-1%	1%	-3%	1%	i	2%	-7%	-2%

Screens (PubChem)

Random draw from the library. Share with any hit: about 8.9%.
